# PPC-1+TRAIL kill: compounds killing PPC-1 cancer cells with TRAIL present (potentiator screen, no TRAIL-free arm). PPC-1 cells + TRAIL, ATPLite viability luminescence. cell killing (% activity), % at 4 µM. hit rate 0.41% among 220,000;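 active means cell killing above 50% in the first pass at 4 µM, then a duplicate retest at 5 µM averaging 50% or more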;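 further: plate controls were cells with TRAIL plus DMSO for no effect and medium-only wells lacking cells for full effect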
# Wee1 degr inh: inhibitors of human Wee1 degradation; P30291; HeLa Luc-Wee1K328M stability, luciferase luminescence; 100% = proteasome inhibitor MG132 effect; reporter increase, % at 5 µM; hit rate 1.2% among 220,000; AID 1321;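 active means activation above the mean of all tested compounds plus 3 SD, set per screening run, cut at about 8.8% in these data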;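 further: cells exposed to compound for 20 h before luminescence read; 0% = DMSO alone and 100% = MG132 at 30 µM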
# L929 necroptosis: L929 zVAD cell death inhibition; L929 zVAD necroptosis rescue, ATP luminescence, 24 h; with zVAD 60 µM; viability rescue, % at 10 µM; hit rate 0.38% among 220,000; AID 1377;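 active means activation, scaled between plate controls, above about 75%, limit read from the data; inactive means activation under that limit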;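 further: 0% = zVAD with DMSO and 100% = DMSO alone without zVAD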
# EP2 antag: EP2 receptor (human) inhibition | inhibition, % at 25 µM | hit rate 0.52% among 260,000 | C6 glioma cells expressing human EP2, cAMP TR-FRET; cells stimulated with saturating PGE2 | P43116;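 active means percent inhibition above 40 after rounding to a whole number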;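 further: rat C6 glioma host cells with rolipram phosphodiesterase inhibitor present; the protocol text gives 20 µM as final concentration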
# Target sequence (P43116 whole entry, looked up): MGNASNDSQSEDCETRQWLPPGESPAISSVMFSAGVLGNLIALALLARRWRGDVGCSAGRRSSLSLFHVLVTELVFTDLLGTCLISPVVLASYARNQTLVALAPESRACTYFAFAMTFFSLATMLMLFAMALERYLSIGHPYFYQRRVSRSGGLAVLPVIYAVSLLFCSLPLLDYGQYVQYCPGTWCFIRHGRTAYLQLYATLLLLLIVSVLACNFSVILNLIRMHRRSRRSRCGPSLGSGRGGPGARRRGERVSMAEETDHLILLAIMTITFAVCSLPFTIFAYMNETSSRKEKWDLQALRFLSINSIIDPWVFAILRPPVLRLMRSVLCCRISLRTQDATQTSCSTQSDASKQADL
# TbHK1 inh: blocks Trypanosoma brucei hexokinase 1 activity | recombinant TbHK1, G6PDH-coupled NADH A340 | inhibition, % at 10 µM | hit rate 0.11% among 220,000 | AID 1430;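 active means inhibition of 50% or more in the single-dose primary screen; inactive means inhibition below 50%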
# CHOP inhibitor: blocks CHOP induction under ER stress; CHO-K1 CHOP-promoter luciferase, tunicamycin-induced, 15-18 h; inhibition, % at 10 µM; hit rate 3.8% among 220,000;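 active means compounds that reduced the stress-induced luciferase reporter signal by more than about 70% of percent inhibition, limit read from the data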;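 further: 0% = tunicamycin plus vehicle and 100% = wells without tunicamycin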
# TNF necrop inh: inhibitors of TNF-alpha induced necroptosis in Jurkat FADD-/- cells | Jurkat FADD-/- TNF necroptosis rescue, ATP luminescence, 24 h; 0 = TNF only, 100 = no-TNF cells | activation (protection from cell death), % at 10 µM | hit rate 0.068% among 220,000 | AID 463075;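 active means activation, meaning protection from cell death, of at least 50% relative to plate controls; inactive means activation below 50%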;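 further: necroptosis triggered by 40 ng/mL TNF-alpha added together with compound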
# FXIIa inh: inhibitors of human coagulation factor XIIa; purified FXIIa, Boc-QGR-AMC fluorogenic substrate, 2 h; P00748; inhibition, % at 5 µM; AID 800; hit rate 0.3% among 220,000; in the data active means inhibition above about 40%;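 further: 0% = enzyme with no compound and 100% = blank without enzyme; many of its hits are not listed in these tables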
# Target sequence (P00748 20-372 limits assumed): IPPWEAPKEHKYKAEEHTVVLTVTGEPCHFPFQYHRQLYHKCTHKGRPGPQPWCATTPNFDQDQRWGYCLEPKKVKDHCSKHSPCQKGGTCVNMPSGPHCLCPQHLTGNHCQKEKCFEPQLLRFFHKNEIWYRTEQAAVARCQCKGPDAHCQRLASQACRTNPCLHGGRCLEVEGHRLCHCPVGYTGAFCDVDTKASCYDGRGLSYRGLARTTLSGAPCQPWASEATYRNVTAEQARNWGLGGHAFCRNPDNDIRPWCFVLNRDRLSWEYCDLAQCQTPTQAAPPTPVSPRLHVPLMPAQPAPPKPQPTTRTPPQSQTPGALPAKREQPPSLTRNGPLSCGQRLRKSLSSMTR
# Target sequence (P00748 373-615 limits assumed): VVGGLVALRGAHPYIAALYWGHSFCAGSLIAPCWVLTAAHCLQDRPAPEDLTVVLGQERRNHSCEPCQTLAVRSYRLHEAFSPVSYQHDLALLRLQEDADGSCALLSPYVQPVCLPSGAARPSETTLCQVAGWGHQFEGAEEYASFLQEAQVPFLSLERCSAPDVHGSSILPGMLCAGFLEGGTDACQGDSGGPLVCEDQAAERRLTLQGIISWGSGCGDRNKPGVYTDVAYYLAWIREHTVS
# FXIa inh: inhibitors of human coagulation factor XIa. P03951. purified FXIa, Boc-Glu-Ala-Arg-AMC fluorogenic substrate. inhibition, % at 5 µM. hit rate 0.14% among 220,000. AID 798;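 active means inhibition of at least 40%; inactive means inhibition below 40%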;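 further: fluorescence of freed AMC excited at 355 nm; 0% = enzyme without compound and 100% = no enzyme blank; many of its hits are not listed in these tables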
# * hit, by the source's call; . = not tested or not shown; & = joins results of further samples. An excerpt; the hit share may differ from the screen's.
SMILES,PPC-1+TRAIL kill,Wee1 degr inh,L929 necroptosis,EP2 antag,TbHK1 inh,CHOP inhibitor,TNF necrop inh,FXIIa inh,FXIa inh
COC(=O)c1nnn(-c2nonc2N)c1COc1ccc(C=O)cc1OC,1,0,0.3,7,-14,9,-4.0,9,0
COCCCNC(=O)Cn1nnc(-c2ccc(NC(=O)c3cccnc3)cc2)n1,8,2,70,4,-6,14,-0.2,9,-2
CN1C(=O)/C(=C/c2ccccc2OCc2ccccc2F)NC1=S,-13,-2,0.0,.,0,34,-2.9,21,14
C[N+](C)(C)CC/C=C1/c2ccccc2CSc2ccccc21,14,-2,-0.1,13,1,-10,-0.6,3,-6
CCN(CC)P(=O)(Nc1ccc(SC(F)F)cc1)c1ccc(N(C)C)cc1NC(=O)c1ccco1 (stereo not given),-2,-2,1.6,9,-7,6,1.0,1,-4
CC(C)(C)c1ccc(OCC(=O)OCCNC(=O)c2cccnc2)cc1,5,2,0.2,7,0,-8,-1.8,3,-1
CS(=O)(=O)N1CCN(C(=O)c2ccc(F)cc2)CC1,3,0,0.4,5,3,-35,-1.9,16,18
CC1CCCCC1NC(=O)CSc1nnc(CN2CCOCC2)n1C (stereo not given),18,-1,0.5,11&10,5,18,-0.2,19,7
CSc1ccc(/C=C/c2cc(=O)c3ccccc3[nH]2)cc1,28,0,2.0,4,-11,10,3.5,0,1
COC(=O)c1ccc2c(c1)NC1=C(C(=O)CC(C)(C)C1)C(c1ccncc1)N2 (stereo not given),26,-3,.,4,-33,-26,-2.9,17,8
CCCCN(C)CCNC(=O)C(=O)c1c(C)[nH]c2ccccc12,-10,-1,2.0,3,-17,1,4.7,-1,-11
CC1CCCN(C(=O)CSc2nnc(-c3c[nH]c4ccccc34)o2)C1 (stereo not given),12,1,1.0,16,3,12,-0.4,15,8
CN1CCN(C(=O)C2CCN(S(=O)(=O)c3ccc4c(c3)oc(=O)n4C)CC2)CC1,-22,3,1.9,9,1,9,1.4,0,-5
CCc1ccc(OCc2nnc(SCC(=O)Nc3cccc(C(=O)N4CCOCC4)c3)o2)cc1,7,-2,0.8,5,-1,-19,1.4,12,7
S=c1[nH]ncc2ccccc12,7,1,0.4,8,10,-18,1.0,0,-3
CCSc1cc(N2CCOCC2)nc(-c2ccc(Cl)cc2)n1,-9,-1,0.5,15,-8,19,0.0,3,6
CC(=O)Nc1ccc(S(=O)(=O)NNC(=O)c2cc3c4ccccc4n(C)c3s2)cc1,8,-1,0.7,11,-9,-14,-2.7,30,16
COc1ccc(C(C(=O)NC2CCCC2)N(C(=O)c2ccoc2C)c2cc(C)cc(C)c2)cc1 (stereo not given),20,1,-0.5,4,-5,-9,-2.9,19,10
COc1ccc(N2C(=O)C3CCCN3C2c2ccc(C)o2)cc1Cl (stereo not given),2,-2,-1.0,11,0,41,-0.3,12,3
Cc1ccc(S(=O)(=O)Oc2cc(N)c3c(n2)CCC3)cc1,8,0,-0.3,11&6,7,9,-1.7,7,11

# Entries from the list above that contain a carbonyl joined to an NH by a bond outside any ring (eight):
SMILES,PPC-1+TRAIL kill,Wee1 degr inh,L929 necroptosis,EP2 antag,TbHK1 inh,CHOP inhibitor,TNF necrop inh,FXIIa inh,FXIa inh
COCCCNC(=O)Cn1nnc(-c2ccc(NC(=O)c3cccnc3)cc2)n1,8,2,70,4,-6,14,-0.2,9,-2
CCN(CC)P(=O)(Nc1ccc(SC(F)F)cc1)c1ccc(N(C)C)cc1NC(=O)c1ccco1 (stereo not given),-2,-2,1.6,9,-7,6,1.0,1,-4
CC(C)(C)c1ccc(OCC(=O)OCCNC(=O)c2cccnc2)cc1,5,2,0.2,7,0,-8,-1.8,3,-1
CC1CCCCC1NC(=O)CSc1nnc(CN2CCOCC2)n1C (stereo not given),18,-1,0.5,11&10,5,18,-0.2,19,7
CCCCN(C)CCNC(=O)C(=O)c1c(C)[nH]c2ccccc12,-10,-1,2.0,3,-17,1,4.7,-1,-11
CCc1ccc(OCc2nnc(SCC(=O)Nc3cccc(C(=O)N4CCOCC4)c3)o2)cc1,7,-2,0.8,5,-1,-19,1.4,12,7
CC(=O)Nc1ccc(S(=O)(=O)NNC(=O)c2cc3c4ccccc4n(C)c3s2)cc1,8,-1,0.7,11,-9,-14,-2.7,30,16
COc1ccc(C(C(=O)NC2CCCC2)N(C(=O)c2ccoc2C)c2cc(C)cc(C)c2)cc1 (stereo not given),20,1,-0.5,4,-5,-9,-2.9,19,10

# Additional compounds:
SMILES,PPC-1+TRAIL kill,Wee1 degr inh,L929 necroptosis,EP2 antag,TbHK1 inh,CHOP inhibitor,TNF necrop inh,FXIIa inh,FXIa inh
COc1cc(NS(=O)(=O)c2ccc(Nc3nc(-c4ccccn4)cs3)cc2)nc(OC)n1,7,-3,4.3,12,-9,-18,0.7,10,0
Cc1ccc(N=C2N=C(N)c3ccccc32)cc1C,.,-2,0.1,2,-12,.,-19,.,.
CCOC(=O)c1c(C)c(C(=O)NCc2ccccc2OC)c(C)n1C,18,3,2.4,11,-6,16,0.5,20,18
COc1ccccc1CC(=O)NCc1csc(-c2cccs2)n1,13,0,-0.1,15,-8,-18,-1.0,45*,47*
COc1ccccc1N(CCC#N)C(=O)CSc1ccc2c(c1)OCCO2,-16,-1,0.5,2,10,12,0.5,-11,6
N#CC1=C(N)OC2=C(CCc3ccccc32)C1c1ccccc1 (stereo not given),14,-1,-0.9,14,8,100*,-8.0,9,-2
Cc1ccsc1C1C=C(c2cccc(Br)c2)Nc2ncnn21 (stereo not given),-7,5,0.6,27,6,11,-2.1,4,-7
O=C(COc1ccc(Cl)cc1Br)NC(=O)NCc1ccccc1,1,0,0.1,4,1,84*,1.0,-2,-3
CCN(c1cccc2ccccc12)S(=O)(=O)c1ccc(Cl)nc1,18,-1,0.2,3,-3,4,-5.0,6,-5
O=S(=O)(c1cccc(-c2n[nH]c(=S)o2)c1)N1CCOCC1,10,0,0.3,23,-21,10,1.9,1,-1
Cc1cc(C)n(-c2nnc3n2N=C(c2c[nH]c4ccccc24)CS3)n1,-19,0,-0.3,22,-28,.,-12,17,8
Cc1ccc(S(=O)(=O)N(CC(=O)NC2CCCCCC2)c2ccccc2F)cc1,2,0,0.7,7,-9,42,-0.3,11,0
COc1ccc2cc(CCNC(=O)c3ccc4c(c3)OCO4)c(=O)[nH]c2c1,29,1,0.1,10,-7,32,-2.9,18,2
CC[C@H](C)[C@@H](NC(=O)O[C@@H]1C(=O)c2cc(Br)ccc2O[C@H]1c1ccc2c(c1)OCO2)C(=O)OC,9,-3,1.4,10,-4,6,-1.8,18,9
O=C(Cn1nc(-c2ccccc2)ccc1=O)Nc1cccc(NC(=O)c2ccccn2)c1,34,8,2.4,10,3,50,0.7,9,-2
COCCCn1c(C)cc(C(=O)COC(=O)CCc2nc3ccccc3c(=O)[nH]2)c1C,15,1,0.3,8,-6,-3,2.1,-2,-4
Cc1ccc(S(=O)(=O)CC(=O)c2cc(C)c(O)c(C)c2)cc1,21,-3,2.2,1,-8,4,-1.2,6,0
Cc1ccc(/C=N/c2sc3c(c2C#N)CCC3)s1,6,1,8.3,4,2,27,0.7,13,-6
COCCCN(C(=O)Nc1ccc(C)c(C)c1)C(C)c1ccccn1 (stereo not given),-6,-1,0.1,13,-3,-2,0.0,12,7
O=C1N=C(N2CCOCC2)S/C1=C\c1cccnc1,24,3,-0.2,6,-45,-14,1.3,3,-4
COc1cc(C(=O)OCC(=O)N2CCCCC2C)cc(NC(=O)c2cccs2)c1OC (stereo not given),2,1,-0.2,6,-11,13,-0.3,6,1
COC(=O)c1ccccc1NC(=O)CSc1nnc(C(C)NC(=O)c2ccc(Cl)cc2Cl)n1C (stereo not given),-3,-3,0.3,8,-4,3,-1.5,17,7
CC(=O)N(CCCN(C)C)CCC(C)CCC=C(C)C (stereo not given),6,-2,-0.9,22,8,-17,-1.7,27,20
CCCCCOC(=O)Nc1ccc(S(=O)(=O)Nc2cccc([N+](=O)[O-])c2)cc1,2,-1,1.7,7,29,109*,2.5,9,4
CN(CCO)c1ccc([N+](=O)[O-])cc1C(=O)O,4,-1,-0.1,9,-10,16,-1.5,-5,-5
CCOC(=O)c1c(NC(=O)CSc2nnc(Cc3ccccc3)o2)sc(C)c1C,3,-1,-1.6,7&14,2,6,0.2,13,4
c1ccc(Cc2nc3ccccc3n2Cc2ccccc2)cc1,0,2,-0.1,3,6,38,-5.8,11,8
O=C(Cn1c(=O)oc2cc(S(=O)(=O)N3CCCCC3)ccc21)N1CCc2ccccc2C1,4,-2,0.6,8,-4,40,-0.4,14,2
O=C(COC(=O)CCSc1ccccc1Cl)NCc1ccco1,1,0,-0.7,7,2,1,-0.4,6,2
O=C(CN1CCCCC1)Nc1cccc2c1OCO2,25,-1,-0.4,7,1,22,0.6,1,-10
CCOc1ccc(Cl)cc1S(=O)(=O)N1CCN(c2ccc(F)cc2)CC1,30,-1,-0.1,9,1,33,2.9,-33,-5
CC(C)(Cc1ccc(O)cc1)NC(=O)CC(=O)N=Nc1c(O)[nH]c2cc(Br)ccc12,1,3,0.2,3,-10,3,0.7,13,1
CC(=O)Nc1ccc(-c2cc(-c3ccc(NC(C)=O)cc3)nc(-c3ccccc3)n2)cc1,14,-3,0.8,7,-16,22,-0.1,19,4
CCOC(=O)c1sc(=S)n(C)c1N,9,1,0.3,10,-30,6,-0.4,23,10
COCNc1nc(OCC#N)nc(N(C)C)n1,-2,1,-0.1,8,3,-12,-1.4,-7,-1
CCOc1ccc(-c2c(C#N)c(N)nc3c2c(=O)n(C)c(=O)n3C)cc1OC,28,4,0.7,8,-23,5,0.7,13,1
Cc1ccc2c(c1)c(N=NC(N)=O)c(O)n2C,-6,0,0.7,7,-12,17,0.0,7,0
COc1ccc(CCNC(=O)[C@@H]2C[C@H]2c2ccccc2)cc1OC,-12,-2,-0.8,4,-4,-7,1.8,8,5
CCC(=O)N/N=C(\C)CC(=O)Nc1cccc([N+](=O)[O-])c1,31,1,1.3,1,-8,20,0.5,6,7
O=C(CCN1CCCCC1)NNC(=S)NC(=O)c1ccc(Br)cc1,30,-2,-1.1,5,9,2,-1.5,6,5
COC(=O)c1cc(OC)c(OC)cc1NC(=O)c1ccc(OC)c(OC)c1,-13,3,-1.1,8,-15,8,-0.3,15,3
CN1CCC(Oc2ccccc2Sc2ccc(C(F)(F)F)cc2)CC1,29,6,1.3,12,23,44,5.8,15,9
CCOC(=O)C1=NN(C(=O)c2ccco2)C2(CC2)C1,0,-2,0.7,14,-16,29,1.3,7,0
COc1cc(/C=N/NC(=O)Cn2cnc3ccccc3c2=O)ccc1O,15,-2,-0.4,1,-34,4,1.6,11,0
Cc1cc(C)cc(OCC(=O)OCC(=O)Nc2ccc(Cl)cn2)c1,21,1,-0.3,19,3,29,-0.6,12,0

# Arranged by molecular weight (lowest first): part of the list above.
SMILES,PPC-1+TRAIL kill,Wee1 degr inh,L929 necroptosis,EP2 antag,TbHK1 inh,CHOP inhibitor,TNF necrop inh,FXIIa inh,FXIa inh
CCOC(=O)C1=NN(C(=O)c2ccco2)C2(CC2)C1,0,-2,0.7,14,-16,29,1.3,7,0
COc1cc(/C=N/NC(=O)Cn2cnc3ccccc3c2=O)ccc1O,15,-2,-0.4,1,-34,4,1.6,11,0
CN1CCC(Oc2ccccc2Sc2ccc(C(F)(F)F)cc2)CC1,29,6,1.3,12,23,44,5.8,15,9

# High-throughput results: PubChem BioAssay, several laboratories
